Screening data as filed in PubChem BioAssay.
FXIa single inh = inhibitors of human coagulation factor XIa; P03951; purified human FXIa, fluorogenic AMC substrate cleavage; inhibition, % at 10 µM; actives 0.3% (n = 33,000); AID 687;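 active = inhibition above 40% in the primary screen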;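 note: 0% = enzyme without compound and 100% = blank wells lacking enzyme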
Target sequence (P03951 19-387 limits assumed): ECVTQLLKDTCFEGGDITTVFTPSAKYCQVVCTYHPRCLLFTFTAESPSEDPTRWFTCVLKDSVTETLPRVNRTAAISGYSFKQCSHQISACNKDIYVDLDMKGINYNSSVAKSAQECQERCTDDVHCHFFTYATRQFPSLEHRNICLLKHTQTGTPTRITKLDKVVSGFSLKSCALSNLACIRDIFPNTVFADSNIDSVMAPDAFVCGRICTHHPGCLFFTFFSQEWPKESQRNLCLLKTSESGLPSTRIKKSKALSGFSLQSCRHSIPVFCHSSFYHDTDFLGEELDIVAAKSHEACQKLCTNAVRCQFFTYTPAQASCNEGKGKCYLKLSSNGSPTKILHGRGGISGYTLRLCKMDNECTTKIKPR
Target sequence (P03951 388-625 limits assumed): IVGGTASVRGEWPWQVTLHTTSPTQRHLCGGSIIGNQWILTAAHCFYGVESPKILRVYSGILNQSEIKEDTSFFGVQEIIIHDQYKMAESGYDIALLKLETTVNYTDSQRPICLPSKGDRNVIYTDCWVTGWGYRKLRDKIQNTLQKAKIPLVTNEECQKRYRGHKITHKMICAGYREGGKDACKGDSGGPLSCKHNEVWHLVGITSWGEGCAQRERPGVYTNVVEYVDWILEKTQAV
FXIIa single = inhibitors of human coagulation factor XIIa | purified human FXIIa, AMC substrate fluorescence, 2 h | inhibition, % at 10 µM | actives 0.2% (n = 33,000) | AID 701; in the data active = inhibition above about 30%;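 note: 0% = enzyme with vehicle only and 100% = no enzyme blank; many of its hits are not listed in these tables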
Numbers without * were called inactive. The list is partial; rates above refer to the full screens.

cpd | Structure | FXIa single inh | FXIIa single
1 | Cc1cc(S(=O)(=O)NCC(C)C)ccc1OCC(=O)N1CCN(Cc2ccccc2)CC1 | -2 | -8
2 | CCOC(=O)c1c(C)n(Cc2ccccc2)c2ccc(OCC(O)Cn3nc(C)cc3C)cc12 (stereo not given) | 101* | -15
3 | CCOc1ccc(-n2c(O)c(C=NCCN3CCNCC3)c(=O)[nH]c2=O)cc1 | 8 | 6
4 | O=C(Cc1cccs1)N1CCC2(CC1)OCCO2 | 2 | 6
5 | CCC(COC(=O)c1cc(OC)c(OC)c(OC)c1)(c1ccccc1)N(C)C (stereo not given) | 2 | 0
6 | CCSc1nnc([C@@H](N)Cc2ccccc2)o1 | 28 | -14

Three of the compounds above, field by field:
4) O=C(Cc1cccs1)N1CCC2(CC1)OCCO2
  FXIa single inh: 2
  FXIIa single: 6
5) CCC(COC(=O)c1cc(OC)c(OC)c(OC)c1)(c1ccccc1)N(C)C (stereo not given)
  FXIa single inh: 2
  FXIIa single: 0
6) CCSc1nnc([C@@H](N)Cc2ccccc2)o1
  FXIa single inh: 28
  FXIIa single: -14
